High-throughput results (PubChem BioAssay)
ZTA counter = counter-screen for EBNA-1 inhibitors: inhibitors of Epstein-Barr virus ZTA; P03206; ZTA-DNA binding, fluorescence polarization; inhibition, % at 11 µM; actives 0.15% (n = 320,000); AID 2234; in the data active means inhibition above about 33%
Target sequence (P03206 whole entry, looked up): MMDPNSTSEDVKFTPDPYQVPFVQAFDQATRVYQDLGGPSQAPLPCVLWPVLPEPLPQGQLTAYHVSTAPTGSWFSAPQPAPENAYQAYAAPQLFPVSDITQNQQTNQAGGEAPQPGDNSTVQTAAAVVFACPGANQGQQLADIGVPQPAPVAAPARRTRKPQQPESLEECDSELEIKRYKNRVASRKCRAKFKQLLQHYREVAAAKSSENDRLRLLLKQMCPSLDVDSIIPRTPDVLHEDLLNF
PREPL inhibitor = human PREPL enzyme inhibition | AID 2751 | recombinant PREPL, fluorescence polarization activity-based probe | Q4J6C6 | inhibition, % at 5.96 µM | actives 0.68% (n = 320,000); in the data active means inhibition above about 43%;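 further: 0% = enzyme with DMSO and 100% = wells lacking enzyme; many of its hits are not listed in these tables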
PAD4 inh = inhibitors of human PAD4; Q9UM07; AID 485272; recombinant PAD4, RCA probe fluorescence polarization; actives 0.41% (n = 330,000); inhibition, % at 6.36 µM;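 active means percent inhibition above a cutoff equal to the mean of all tested compounds plus 3 SD, cut at about 15% in these data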;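 further: 0% = PAD4 with RCA probe and DMSO and 100% = probe without PAD4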
Target sequence (Q9UM07 whole entry, looked up): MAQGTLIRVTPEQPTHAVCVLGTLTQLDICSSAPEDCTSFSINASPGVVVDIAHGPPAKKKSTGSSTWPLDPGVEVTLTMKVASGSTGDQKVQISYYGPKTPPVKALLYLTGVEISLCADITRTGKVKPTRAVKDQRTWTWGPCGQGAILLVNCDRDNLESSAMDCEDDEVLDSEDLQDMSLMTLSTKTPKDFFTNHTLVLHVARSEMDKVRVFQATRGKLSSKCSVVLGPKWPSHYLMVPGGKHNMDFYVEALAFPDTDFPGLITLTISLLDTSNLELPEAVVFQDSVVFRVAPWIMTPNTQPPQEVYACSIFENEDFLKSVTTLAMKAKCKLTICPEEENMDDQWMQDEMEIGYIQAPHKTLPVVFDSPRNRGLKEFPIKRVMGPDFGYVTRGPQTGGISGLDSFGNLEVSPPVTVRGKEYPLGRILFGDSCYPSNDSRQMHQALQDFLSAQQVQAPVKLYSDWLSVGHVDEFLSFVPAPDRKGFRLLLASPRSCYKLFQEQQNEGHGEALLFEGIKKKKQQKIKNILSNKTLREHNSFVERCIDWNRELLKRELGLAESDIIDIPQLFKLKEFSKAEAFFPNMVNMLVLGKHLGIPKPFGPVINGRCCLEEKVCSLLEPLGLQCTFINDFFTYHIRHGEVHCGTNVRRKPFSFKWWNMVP
LYPLA1 inh = LYPLA1 (human) inhibition in PME1 counter-screen; inhibition, % at 5.9 µM; actives 0.16% (n = 320,000); recombinant LYPLA1, FP-Rh probe fluorescence polarization; O75608;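 active means inhibition above the mean of all tested compounds plus 3 SD, set per campaign, cut at about 14% in these data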;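 further: inhibitors block serine hydrolase probe labeling of LYPLA1 so polarization falls; 0% = enzyme with DMSO and 100% = wells lacking LYPLA1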
EBNA-1 inh = blocks EBNA-1 binding to DNA | EBNA-1 DNA binding, fluorescence polarization | inhibition, % at 14.8 µM | actives 0.34% (n = 300,000) | AID 1950; in the data active means inhibition above about 28%
LYPLA2 inh = counter-screen for PME1 inhibitors: inhibitors of human LYPLA2; O95372; recombinant LYPLA2, FP-Rh probe fluorescence polarization; actives 0.38% (n = 320,000); AID 2177; inhibition, % at 5.9 µM;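 active means inhibition above the screen-wide mean plus 3 SD, limit set per campaign, cut at about 26% in these data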;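 further: 0% = LYPLA2 with DMSO and 100% = wells lacking LYPLA2 enzyme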
PAFAH1B3 FP inh = inhibitors of human PAFAH1B3 | Q15102 | AID 492972 | actives 0.28% (n = 340,000) | inhibition, % at 3.39 µM | recombinant PAFAH1B3, FP-rhodamine probe, fluorescence polarization;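 active means inhibition above the screen-wide average of all tested compounds plus 3 SD, cut at about 25% in these data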;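 further: 0% = enzyme with DMSO only and 100% = wells lacking PAFAH1B3 protein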
GSTO1 inh = GSTO1 inhibition, counter-screen for RBBP9 inhibitors; AID 1974; actives 1.1% (n = 300,000); inhibition, % at 5.96 µM; recombinant GSTO1, activity-based probe fluorescence polarization;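 active means inhibition above the campaign mean inhibition plus 3 SD, cut at about 35% in these data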;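 further: 0% = GSTO1-1 with DMSO and 100% = wells lacking GSTO1-1 enzyme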
PAFAH2 inh = PAFAH2 (human) inhibition | Q99487 | recombinant PAFAH2, FP-rhodamine activity probe, fluorescence polarization | inhibition, % at 3.39 µM | actives 0.99% (n = 340,000) | AID 492956;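 active means inhibition above the mean over all tested compounds plus 3 SD, cut at about 30% in these data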;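 further: inhibitors block probe labeling of enzyme so polarization drops; 0% = enzyme with DMSO and 100% = wells lacking PAFAH2 protein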
Active calls of the source: *; nt = not tested or not shown. An excerpt; count on the stated rates, not on these rows.

The first 4 records, ahead of the listing:
SMILES | ZTA counter | PREPL inhibitor | PAD4 inh | LYPLA1 inh | EBNA-1 inh | LYPLA2 inh | PAFAH1B3 FP inh | GSTO1 inh | PAFAH2 inh
COc1ccccc1CN(C)C(=O)C(NC(=O)Cc1cccc2ccccc12)C(C)C (stereo not drawn) | 7 | -2 | -6 | 0 | 0 | 2 | 5 | 5 | -9
CCN1CCN(c2nc(-c3ccccn3)nc3ccccc23)CC1 | 1 | 9 | -5 | 1 | 7 | 1 | -1 | 11 | 6
C=CCn1c(Sc2nncn2C)nc2c1c(=O)[nH]c(=O)n2C | 7 | -18 | -1 | 1 | 3 | -1 | 8 | -3 | -1
CCOc1ccccc1COC(=O)c1cccc(-n2cnnn2)c1 | 13 | 1 | 2 | 1 | 3 | 1 | 0 | -3 | -2

The listing, from the start:
SMILES | ZTA counter | PREPL inhibitor | PAD4 inh | LYPLA1 inh | EBNA-1 inh | LYPLA2 inh | PAFAH1B3 FP inh | GSTO1 inh | PAFAH2 inh
COc1ccccc1CN(C)C(=O)C(NC(=O)Cc1cccc2ccccc12)C(C)C (stereo not drawn) | 7 | -2 | -6 | 0 | 0 | 2 | 5 | 5 | -9
CCN1CCN(c2nc(-c3ccccn3)nc3ccccc23)CC1 | 1 | 9 | -5 | 1 | 7 | 1 | -1 | 11 | 6
C=CCn1c(Sc2nncn2C)nc2c1c(=O)[nH]c(=O)n2C | 7 | -18 | -1 | 1 | 3 | -1 | 8 | -3 | -1
CCOc1ccccc1COC(=O)c1cccc(-n2cnnn2)c1 | 13 | 1 | 2 | 1 | 3 | 1 | 0 | -3 | -2
COC(CNC(=O)c1ccc2nc(-c3ccccc3)c(-c3ccccc3)nc2c1)OC | -9 | -11 | 4 | -1 | 5 | -9 | 5 | 6 | 2
O=C1CN(S(=O)(=O)c2ccc(F)cc2)c2ccccc2N1 | 11 | -3 | -5 | -1 | 1 | -4 | 8 | 1 | 4
COC(=O)c1c(C(=O)OC)c(-c2cccc(Cl)c2)n2c1CS(=O)(=O)C2 | -3 | 2 | 4 | -3 | 8 | -7 | 3 | -2 | 0
CC(C)(C)c1ccc(S(=O)(=O)N(CCCN2CCOCC2)Cc2cccs2)cc1 | -15 | -14 | 0 | 1 | -10 | -3 | 11 | 4 | 30*
O=C(COC(=O)C1CCC1)Nc1ncc(Cl)cc1Cl | -1 | -2 | -3 | 1 | 5 | 0 | 5 | 7 | 16
COCCCNC(=S)NCCCNc1nc2cc(C)cc(C)c2cc1C#N | 10 | 4 | 0 | -1 | 8 | -4 | 8 | -8 | 4
CC1=C(C#N)C(=O)N(C)C(C)(C)C1 | -10 | 8 | -4 | 0 | 4 | 8 | 2 | -5 | 6
Cc1cccc(NC(=O)c2ccccc2OCC(=O)N2CCCC2)c1C | -19 | 19 | -3 | 1 | -6 | -1 | nt | 1 | nt
COc1ccc(NC(=O)Nc2ccc3c(c2)C(=O)N([C@H](C)CO)C[C@H](C)[C@@H](CN(C)C(=O)Nc2ccc(OC)cc2)O3)cc1 | nt | 18 | 3 | nt | nt | nt | 7 | nt | 3
O=S(=O)(NCc1cn2ccsc2n1)c1cccs1 | 5 | 5 | -2 | -4 | 2 | -11 | 6 | 2 | 3
CC1(C)CC(NC(=O)c2ccncc2)CC(C)(C)N1O | 11 | -7 | 3 | -1 | -9 | 1 | 0 | 5 | 2
C/C(=N\NC(=O)c1cccc(S(=O)(=O)N2CCCC2)c1)c1cccs1 | 7 | 4 | 0 | 0 | 3 | 11 | 1 | 0 | -1
O=C(C1CCCN(S(=O)(=O)c2ccc(Br)s2)C1)N1CCCCCC1 (stereo not drawn) | -7 | 25 | 2 | 4 | 8 | 4 | 3 | -5 | 10
CCOCCCNC(=O)CCC(=O)NNc1nc2ccccc2c2nc(C)nn12 | 2 | 13 | 1 | 0 | -6 | 4 | 4 | 2 | -5
Cc1nc(C)c(-c2csc(Nc3cccnc3)n2)s1 | 7 | 14 | -1 | 1 | -7 | 6 | 0 | 3 | 7
Cc1ccccc1CSCCC(=O)NCCc1ccccc1 | -2 | -13 | -2 | -3 | -6 | 6 | 5 | -9 | 1
O=C(Nc1ccc(N2CCOCC2)cc1)c1ccncc1 | 3 | 14 | -5 | 4 | 2 | 2 | 0 | 3 | 9
Cc1ccc(NC(=O)Nc2ccc3c(c2)OCO3)c(Br)c1 | -14 | 7 | 2 | -5 | -4 | -7 | 3 | 3 | -4
Cc1ccc(S(=O)(=O)n2cc(C=O)c3ccccc32)cc1 | -9 | -17 | -5 | 1 | -4 | -9 | 9 | -12 | 2
CCOc1ccc(N(CC(=O)N2CCCCCC2)S(=O)(=O)c2ccc(C)cc2)cc1 | -15 | 13 | -2 | 3 | 9 | 9 | 4 | 3 | 2
CCOC(=O)c1cn(CC(=O)Nc2ccc(OC)cc2OC)nn1 | -7 | 24 | 0 | 3 | 14 | -3 | -2 | 4 | -3
Continued:
SMILES | ZTA counter | PREPL inhibitor | PAD4 inh | LYPLA1 inh | EBNA-1 inh | LYPLA2 inh | PAFAH1B3 FP inh | GSTO1 inh | PAFAH2 inh
O=C(C1c2ccccc2Oc2ccccc21)N1CCN(c2ccc(Cl)cc2)CC1 | -5 | 0 | -8 | -5 | -5 | -7 | 9 | -3 | -2
CCOC(=O)c1cccc(NC(=O)C2CCCN(S(=O)(=O)c3cnc[nH]3)C2)c1 (stereo not drawn) | 23 | 3 | -3 | -3 | 13 | -4 | 5 | 3 | 4
COC(=O)CNC(=O)C1Nc2ccccc2C2C=CCC12 (stereo not drawn) | 11 | 10 | -14 | -3 | 0 | -1 | 5 | 43* | 0
CCCCC1CCCC12NC(=O)NC2=O (stereo not drawn) | 2 | 10 | -4 | 0 | -8 | -2 | -2 | -15 | 11
Clc1ccccc1-c1ccc(CN2CCN(c3ccccc3)CC2)o1 | -3 | 29 | -2 | 4 | -1 | 7 | 8 | 0 | 4
COc1ccc(/C=C2\Oc3ccccc3C2=O)cc1 | nt | -38 | 0 | nt | nt | nt | 16 | nt | 3
Cc1nn(C)c(C)c1C(C)NC(=O)c1cc(COc2ccc(F)c(F)c2)on1 (stereo not drawn) | 15 | 0 | -1 | -1 | 0 | -1 | 9 | 5 | -3
Cc1cc(S(=O)(=O)N2c3ccc(F)cc3CCC2C)ccc1-n1cnnn1 (stereo not drawn) | 0 | -9 | -1 | 1 | 0 | 4 | 10 | -1 | -1
Cc1ccc(-c2nn3c(C)nnc3c3ccccc23)cc1S(=O)(=O)NC(C)(C)CO | -7 | 27 | -5 | 1 | 1 | 5 | 12 | 12 | 17
Cc1cccc(N2CCN(C(=O)COc3cc4oc(=O)cc(C)c4cc3Cl)CC2)c1C | -5 | 1 | 2 | -3 | -2 | -3 | -3 | 1 | -2
CCC(=O)c1ccc(OCC(O)CN2CC(C)OC(C)C2)cc1 (stereo not drawn) | 9 | -6 | -3 | -3 | -5 | 2 | 0 | 2 | -7
CC(C)Cn1c(=O)c2ccccc2n2c(SCC(=O)N3c4ccccc4CC3C)nnc12 (stereo not drawn) | 5 | 10 | -1 | -2 | -4 | 6 | 2 | -2 | 3
COc1cccc(NC(=O)CNC(=O)Cn2cnc3sc(C)c(C)c3c2=O)c1 | 0 | -2 | 1 | 0 | -6 | -8 | 1 | 4 | 3
CCOc1[nH]n(-c2ccccc2)c(=O)c1C=NCc1cccnc1 | 0 | -2 | 0 | 3 | 6 | 0 | 10 | 7 | 12
CCOC(=O)Nc1cc(=O)c2ccccc2o1 | -5 | 7 | 0 | -1 | 2 | 5 | 0 | 4 | -7
CC(=O)c1cn(CC(=O)Nc2cccc(C)c2C)c2ccccc12 | 15 | 3 | 3 | 2 | 3 | 4 | 8 | -2 | 2
O=C(C(=O)N1CCN(c2cccc(Cl)c2)CC1)c1cn(CC(=O)N2CCOCC2)c2ccccc12 | -5 | -12 | 2 | -3 | -11 | 8 | 0 | -6 | 2
Cc1cc(NC(=O)CSc2nccn2-c2cccc(C)c2C)no1 | 10 | -16 | 0 | -2 | 0 | 5 | 4 | 7 | 1
CCCCn1c(-c2ccoc2C)n[nH]c1=S | 13 | 8 | 1 | 7 | 12 | 3 | 5 | 5 | -2
O=C(CCC(=O)c1ccccc1)Nc1cccnc1 | -24 | -4 | 8 | -2 | -7 | -8 | -4 | 10 | 6
CCN(CC)C(C)C(=O)Nc1c2c(cc3c1CCC3)CCC2 (stereo not drawn) | 1 | 18 | -4 | -1 | -1 | 1 | 0 | 0 | -9
CC(=O)c1ccc(N(C(=O)CNC(=O)c2ccco2)C(C(=O)NC2CCCC2)c2ccco2)cc1 (stereo not drawn) | 5 | 6 | 1 | 3 | -5 | -2 | 7 | 10 | 19
CCc1ccc(-c2nn(-c3ccccc3)cc2CSC(=N)N)cc1 | 19 | 18 | 2 | 1 | -13 | -2 | nt | -7 | nt
COc1ccc(-n2c(SCC(=O)Nc3cccc4ccccc34)nc(O)cc2=O)cc1 | 5 | 0 | -3 | -7 | -7 | -11 | 0 | -16 | 0
O=C(CN(c1ccc(Br)cc1)S(=O)(=O)c1ccc(Cl)c([N+](=O)[O-])c1)NCCc1ccccc1 | -12 | 5 | 4 | 5 | 9 | 2 | 2 | 5 | 3
Next part:
SMILES | ZTA counter | PREPL inhibitor | PAD4 inh | LYPLA1 inh | EBNA-1 inh | LYPLA2 inh | PAFAH1B3 FP inh | GSTO1 inh | PAFAH2 inh
O=C(COc1cccc2c1CCNC2=O)Nc1cccc(C(F)(F)F)c1 | -12 | 22 | 1 | -1 | 1 | 4 | 8 | 20 | -1
COc1ccc(-c2csc3ncn(-c4ccccc4OC)c(=O)c23)cc1OC | -13 | 13 | -2 | 1 | 2 | 0 | 6 | 8 | -4
Cc1cc(=O)n2[nH]c(N3C(=O)CCC3=O)nc2n1 | -3 | 0 | -3 | -4 | -2 | -4 | 8 | -2 | 2
CCN1CCN(c2ccc(S(=O)(=O)N3CCOCC3)cc2NC(=O)c2sccc2C)CC1 | -4 | 1 | -4 | 3 | -2 | 1 | 9 | -2 | 7
O=C(NC(NC(=S)Nc1ccccc1C(=O)O)C(Cl)(Cl)Cl)c1cccc([N+](=O)[O-])c1 (stereo not drawn) | 15 | -6 | -12 | -2 | -4 | -11 | 6 | -15 | 0
COc1ccc(/C=C2\SC(=O)N(CCC(=O)N(C)C3CCS(=O)(=O)C3)C2=O)cc1 (stereo not drawn) | -2 | 15 | 0 | -1 | -5 | 0 | 5 | -2 | 2
CN1CCN(C(=O)c2cc(Oc3c(F)c(F)c(F)c(F)c3F)cc(C(=O)N3CCN(C)CC3)c2)CC1 | 5 | 5 | 0 | -1 | 3 | -2 | 6 | 5 | 3
CCOc1ccc(NC(=O)CN2CCN(c3ccc(F)cc3)CC2)cc1 | -24 | 17 | -1 | 2 | -1 | 5 | 2 | 6 | -3
CC(=O)Nc1ccc(NC(=O)COC(=O)c2cc(S(=O)(=O)N3CCCC3)ccc2O)cc1 | nt | 12 | -1 | nt | nt | nt | 5 | nt | 9
Cc1cc(Nc2ccc(Cl)cc2)nc(N)n1 | -16 | -36 | 1 | -3 | -4 | 2 | 9 | 8 | 0
O=C1COc2ccc(C(=O)CSc3ccc(Br)cc3)cc2N1 | 9 | 5 | 7 | -6 | nt | 8 | 10 | nt | 9
CCOC(=O)C1CCCN(C(=O)CN(c2ccc(OC)cc2)S(=O)(=O)c2c(C)noc2C)C1 (stereo not drawn) | -2 | 5 | 0 | -1 | 14 | 0 | 13 | 1 | 3
COc1ccc(NC(=O)Cc2coc3ccc4ccccc4c23)cc1S(=O)(=O)N1CCOCC1 | -9 | 15 | -2 | -14 | -3 | -22 | -13 | -10 | -11
O=C(/C=C/c1ccccc1)NC1CC2CCC1C2 (stereo not drawn) | 12 | 8 | -2 | -3 | 0 | 3 | 3 | -2 | 8
Cc1ccc(N(C(=O)Cn2nnc(-c3ccc(C)o3)n2)C(C(=O)NC2CCCC2)c2ccco2)cc1 (stereo not drawn) | 4 | -1 | -1 | -1 | -6 | -3 | -1 | 7 | 7
COC(=O)CNc1nc(OC)nc(N(C)C)n1 | -1 | 3 | 2 | 5 | 8 | 7 | -1 | 1 | -2
